Screens (PubChem BioAssay)
Rab7 wt GTP bind = dog Rab7 wildtype GTP binding, inhibitors and activators; GST-Rab7 beads, fluorescent GTP binding, flow cytometry; actives lie on both sides; untreated = 100%, excess cold GTP = 0%; GTP binding activity (percent of control), % at 10 µM; 190,000 tested, 0.055% active; AID 758;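 active means fluorescent GTP binding to Rab7 beads changed by at least 20 points from the 100% baseline, either direction, mostly lower; inconclusive means compound itself probably fluorescent, or too few beads counted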;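 further: median green fluorescence of bound Bodipy-FL-GTP per Rab7 bead population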
Cdc42 wt GTP = human Cdc42 wildtype GTP binding change, either direction; GST-Cdc42 beads, Bodipy-GTP binding, flow cytometry; actives lie on both sides; 190,000 tested, 0.2% active; percent activity (GTP binding), % at 10 µM; P60953;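 active means percent activity GTP binding at least 20 points away from the 100% baseline, either down as inhibitor or up as activator; inconclusive means compound flagged as likely green fluorescent from well-wide comparison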;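 further: median bead fluorescence of bound Bodipy-FL-GTP at 100 nM; 0% = excess unlabeled GTP control and 100% = no compound control; below 100% means less GTP binding so inhibitor and above means activator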
Rac1 mut GTP = human Rac1 activated mutant GTP binding change; P63000; 190,000 tested, 0.11% active; GST-Rac1 activated beads, fluorescent GTP binding, flow cytometry; actives lie on both sides; 100% means binding = to untreated wells; percent activity (GTP binding), % at 10 µM;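 active means GTP binding at least 20 percentage points away from the 100% baseline, in either direction, so actives lie on both sides; inconclusive means Compound likely fluorescent itself, or too few beads counted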
Rac1 wt GTP bind = modulators of human Rac1 wildtype GTP binding; AID 757; GST-Rac1 beads, fluorescent GTP binding, flow cytometry; actives lie on both sides; 0 = cold GTP competed, 100 = untreated; 190,000 tested, 0.27% active; P63000; GTP binding activity (% of control), % at 10 µM;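 active means GTP binding activity at least 20 points away from the 100% control level, either lower or higher; inconclusive means compound flagged as likely green fluorescent, judged across all proteins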
Rab2A wt mod = changes GTP binding to wildtype dog Rab2A, up or down | P61105 | GST-Rab2 wt beads, Bodipy-GTP binding, flow cytometry | GTP binding activity, % at 10 µM | 190,000 tested, 0.19% active | AID 760;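 active means GTP binding activity at least 20 points away from 100%, either lowered or raised; inconclusive means signal likely due to the compound's own green fluorescence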;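 further: 0% = beads with excess unlabeled GTP and 100% = no-compound control corrected for plate trend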
Bim-Bcl-B = human Bim-Bcl-B interaction inhibition; Q9HD36; bead-based flow cytometry, Bim peptide-Bcl-B binding; inhibition, % at 10 µM; 190,000 tested, 0.073% active; AID 951;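 further: 0% = tracer peptide without compound and 100% = reference inhibitor peptide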
Target sequence (Q9HD36 whole entry, looked up): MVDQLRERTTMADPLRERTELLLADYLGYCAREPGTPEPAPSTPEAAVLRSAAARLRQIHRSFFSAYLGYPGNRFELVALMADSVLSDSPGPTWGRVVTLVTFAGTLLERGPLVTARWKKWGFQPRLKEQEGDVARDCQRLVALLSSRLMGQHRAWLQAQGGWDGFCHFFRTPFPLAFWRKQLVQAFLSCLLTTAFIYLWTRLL
HRas wt GTP = changes GTP binding to wildtype human HRas; GST-Ras wt beads, Bodipy-FL-GTP binding, flow cytometry; actives lie on both sides; GTP binding activity, % at 10 µM; 190,000 tested, 0.14% active; AID 759;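 active means GTP binding activity at least 20% away from the 100% baseline, either lowered as inhibitor or raised as activator; inconclusive means flagged as likely green fluorescent, judged across all proteins in the well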;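 further: 0% = unlabeled GTP competition control and 100% = no-compound control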
Bim-Bcl-2 = human Bim-Bcl-2 interaction inhibition; 190,000 tested, 0.06% active; inhibition, % at 10 µM; AID 950; Bead-based flow cytometry, Bim peptide-Bcl-2 binding; P10415; in the data active means inhibition above about 40%; inconclusive means no clear call, values can overlap the other calls;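 further: 0% = no compound wells with probe peptide and 100% = reference peptide inhibitor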
Target sequence (P10415 whole entry, looked up): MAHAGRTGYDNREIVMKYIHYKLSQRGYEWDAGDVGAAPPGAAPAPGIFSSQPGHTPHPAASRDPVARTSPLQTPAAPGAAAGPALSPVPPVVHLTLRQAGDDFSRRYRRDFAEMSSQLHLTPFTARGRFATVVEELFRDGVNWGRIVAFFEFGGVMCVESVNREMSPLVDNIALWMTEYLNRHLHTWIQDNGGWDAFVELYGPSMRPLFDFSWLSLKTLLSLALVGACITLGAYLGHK
Bcl-W Bim block = human Bim-Bcl-W interaction inhibition; inhibition, % at 10 µM; AID 952; Q92843; 190,000 tested, 0.02% active; bead-based flow cytometry, Bim peptide-Bcl-W binding;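 further: 0% = bound tracer without compound and 100% = peptide blocker; higher means less fluorescent Bim peptide bound to Bcl-W beads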
Target sequence (Q92843 whole entry, looked up): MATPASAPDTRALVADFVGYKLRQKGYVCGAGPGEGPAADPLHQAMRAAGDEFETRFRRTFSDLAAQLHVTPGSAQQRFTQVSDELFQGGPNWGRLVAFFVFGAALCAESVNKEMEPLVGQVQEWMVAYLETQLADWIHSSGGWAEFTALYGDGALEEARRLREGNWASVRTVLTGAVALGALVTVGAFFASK
Bfl-1 Bim block = disrupts Bim binding to human Bfl-1; Q16548; Bead-based flow cytometry, Bim-Bfl-1 binding inhibition; inhibition, % at 10 µM; 190,000 tested, 0.12% active;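 further: 0% = wells without compound plus tracer and 100% = blocker peptide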
Bcl-XL Bim block = inhibitors of Bim-Bcl-XL interaction, human. AID 1007. inhibition, % at 10 µM. Bim peptide-Bcl-XL binding, bead flow cytometry, fluorescence. Q07817. 190,000 tested, 0.04% active
Target sequence (Q07817 whole entry, looked up): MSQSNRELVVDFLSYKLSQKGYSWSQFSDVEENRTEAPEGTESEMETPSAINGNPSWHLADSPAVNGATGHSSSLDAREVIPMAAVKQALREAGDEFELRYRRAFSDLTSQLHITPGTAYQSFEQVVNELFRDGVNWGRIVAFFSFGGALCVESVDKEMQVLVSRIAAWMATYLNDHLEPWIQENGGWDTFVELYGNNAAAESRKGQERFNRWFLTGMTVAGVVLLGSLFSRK
* hit, by the source's call; ? = inconclusive. Unless noted, no stated cut-off is given here; in the data, active means inhibition above about 40%.

Rab7 wt GTP bind,Cdc42 wt GTP,Rac1 mut GTP,Rac1 wt GTP bind,Rab2A wt mod,Bim-Bcl-B,HRas wt GTP,Bim-Bcl-2,Bcl-W Bim block,Bfl-1 Bim block,Bcl-XL Bim block,Molecule
105,101,97,102,103,-5,100,2,-2,-3,-2,CC1CCCCC12NC(=O)N(CC(=O)Nc1ccccc1N1CCOCC1)C2=O (stereo not given)
103,104,101,104,101,-5,101,-1,0,-12,-1,O=C1C2CC=C(Cl)CC2C(=O)N1CNc1ccccn1 (stereo not given)
91,97,100,99,96,-2,96,-5,-1,-5,-1,CCOc1ncccc1C(=O)N(C)CC1COc2ccccc2O1 (stereo not given)
99,101,101,104,102,0,102,-1,-1,0,0,NC(=S)NNC(=O)c1ccccc1
92,99,99,98,94,-2,94,1,-1,0,1,CC(=O)Nc1ccc(NC(=O)COC(=O)c2c3c(nc4ccccc24)CCN(Cc2ccccc2)C3)cc1
95,97,97,95,95,4,94,1,3,4,2,O=C(COc1ccccc1)Nc1ccc(S(=O)(=O)Nc2ncccn2)cc1
101,97,101,107,96,-5,102,-4,0,-8,-3,CC(C)NC(=O)c1ccccc1NC(=O)C(C)Oc1ccccc1 (stereo not given)
102,109,104,108,109,-3,108,-4,-3,-1,-2,Cn1nnnc1SCC(=O)Nc1nc2c(s1)CCCC2
102,98,95,93,98,-1,97,-3,0,-5,-1,O=C(Oc1c(CN2CCOCC2)cc(Cl)c2cccnc12)c1ccccc1Cl
102,102,98,101,101,-9,102,-7,2,-17,-4,COC(=O)c1ccccc1NC(=O)/C=C/c1cc(OC)c(OC)c(OC)c1
98,97,96,98,101,-4,98,-1,-2,-7,-3,COc1cc(NC(=S)NC(=O)c2ccccc2F)ccc1NC(=O)c1cccs1
101,97,94,101,97,-6,99,-6,4,-11,0,CCNc1sc(C(=O)c2cccs2)c(N)c1C#N
96,101,97,99,97,-1,97,-3,-3,-3,0,CCOC(=O)C1(Cc2ccccc2C(F)(F)F)CCN(C(C)CCn2cccn2)CC1 (stereo not given)
101,99,99,103,101,-2,101,-1,-4,-2,-3,CCOC(=O)Cn1c(=O)oc2cc(S(=O)(=O)N(C)Cc3ccco3)ccc21
99,97,94,99,97,-2,99,-3,3,-9,-1,CCOC(=O)Cc1csc(N/N=C\c2cccc(Br)c2)n1
?,?,?,?,?,-2,?,-8,1,-10,-3,CCOC(=O)N1CCC(N2Cc3cccc(C(=O)Nc4ccc(F)cc4)c3C2=O)CC1
103,102,98,104,97,-6,100,-11,-1,-14,-8,O=C(NCc1cccs1)c1cc(-c2cccs2)on1
95,97,94,97,96,-2,96,0,-1,-5,-3,CNc1nc(SC(C)C(=O)Nc2ccc(Cl)c(Cl)c2)nc(N2CCOCC2)n1 (stereo not given)
98,104,100,104,102,0,102,0,0,-1,0,CCCOC(=O)C(C)n1c(-c2ccccc2)nc2ccccc2c1=O (stereo not given)
97,102,104,104,103,-8,101,-6,-9,-1,-6,c1ccc(-c2cn3c(n2)-c2ccccc2C3)cc1
101,102,98,102,100,0,102,0,0,-2,-1,COC(=O)c1ccc(CSc2nnc(CNC(=O)COc3ccc(Cl)cc3)o2)o1
98,97,94,101,99,0,96,1,-2,7,-6,CC(C)n1c(SCC(=O)Nc2ccccc2)nc2c1c(=O)n(C)c(=O)n2C
100,98,95,101,97,13,95,8,5,7,3,O=C(Nc1cccc([N+](=O)[O-])c1)c1cnccn1
101,103,101,104,102,-3,102,1,0,0,-3,COc1ccc(C2=NN(S(C)(=O)=O)C(c3ccc4nccnc4c3)C2)cc1 (stereo not given)
104,101,100,105,102,-7,103,-10,-6,-13,-3,CC(=O)N/C(=C/c1ccccc1)C(=O)NC(Cc1ccccc1)C(=O)O (stereo not given)
102,102,100,105,99,8,103,13,-3,-1,0,CCc1ccccc1NC(=O)CSc1nc2ccccc2n1CC(=O)N1CCCC1
95,99,100,98,100,-7,99,-5,-3,-3,-5,Nc1nc(CSC(=S)N2CCOCC2)nc(Nc2ccccc2)n1
102,105,101,106,104,0,106,-5,-1,0,-1,COc1ccc(S(=O)(=O)NCCC(=O)NCc2ccc(F)cc2)cc1
98,99,97,103,99,-2,98,1,-1,-2,-5,Cc1ccc2cc(CCNC(=O)Cc3cccs3)c(=O)[nH]c2c1
99,102,99,101,100,-8,101,-6,-2,-13,-8,Cc1ccc(CSCCC(=O)NCCC2=CCCCC2)cc1

A draw from above in order of molecular weight, largest number first.
Rab7 wt GTP bind,Cdc42 wt GTP,Rac1 mut GTP,Rac1 wt GTP bind,Rab2A wt mod,Bim-Bcl-B,HRas wt GTP,Bim-Bcl-2,Bcl-W Bim block,Bfl-1 Bim block,Bcl-XL Bim block,Molecule
?,?,?,?,?,-2,?,-8,1,-10,-3,CCOC(=O)N1CCC(N2Cc3cccc(C(=O)Nc4ccc(F)cc4)c3C2=O)CC1
98,104,100,104,102,0,102,0,0,-1,0,CCCOC(=O)C(C)n1c(-c2ccccc2)nc2ccccc2c1=O (stereo not given)
101,97,101,107,96,-5,102,-4,0,-8,-3,CC(C)NC(=O)c1ccccc1NC(=O)C(C)Oc1ccccc1 (stereo not given)
100,98,95,101,97,13,95,8,5,7,3,O=C(Nc1cccc([N+](=O)[O-])c1)c1cnccn1
97,102,104,104,103,-8,101,-6,-9,-1,-6,c1ccc(-c2cn3c(n2)-c2ccccc2C3)cc1

Further results
Rab7 wt GTP bind,Cdc42 wt GTP,Rac1 mut GTP,Rac1 wt GTP bind,Rab2A wt mod,Bim-Bcl-B,HRas wt GTP,Bim-Bcl-2,Bcl-W Bim block,Bfl-1 Bim block,Bcl-XL Bim block,Molecule
96,102,97,102,98,-2,100,0,-6,-4,-3,CC(C)CC(NC=C1C(=O)OC(C)(C)OC1=O)C(=O)O (stereo not given)
100,99,101,103,101,0,103,-2,-1,1,-1,O=C(Nc1cccc(C(F)(F)F)c1)Nc1ccc(N2CCCC2)c(S(=O)(=O)Nc2ccccc2Cl)c1
93,91,93,93,93,2,91,0,0,0,-1,Cc1cccn2cc(-c3ccc(Cl)cc3)nc12
96,100,96,97,97,-9,97,-10,-4,-5,-7,CC1Cc2ccccc2N1C(=O)C1CCCN(S(=O)(=O)c2cccc3nsnc23)C1 (stereo not given)
101,104,102,104,103,-5,103,0,-3,0,-5,O=C(c1cccc([N+](=O)[O-])c1)N1CCN(c2ccc(Cl)cc2)CC1
97,95,96,99,97,-5,96,0,-1,-3,-1,CN(C)/C=N/C(=S)Nc1ccc(Cl)cc1Cl
102,101,99,107,100,-5,103,-6,3,-10,0,O=C(c1ccc(-c2cccc(C(F)(F)F)c2)o1)N1CCOCC1
100,100,100,103,100,0,101,3,-2,1,-2,COc1ccc(C)cc1NC(=O)C(OC(=O)c1ccc(Cl)c(S(=O)(=O)N(C)c2ccccc2)c1)c1ccccc1 (stereo not given)
101,93,98,99,99,-9,98,-12,-6,-8,-11,CCOC(=O)c1c(N2C(=O)C3C4C=CC(C4)C3C2=O)sc2c1CCC(C)C2 (stereo not given)
104,101,100,103,99,-2,99,-5,-2,-7,-2,c1ccc(OCCOc2cccc3cccnc23)cc1
100,102,97,102,99,-3,100,0,-7,-2,-11,CC(=O)c1ccc(N2CCN(c3ccc(C(F)(F)F)cn3)CC2)cc1
95,94,89,96,92,-7,92,-7,-3,-8,-5,O/N=C/c1ccccc1Oc1ccc(Cl)cc1
101,106,98,107,101,-9,102,-11,-3,-9,-6,CCCCOc1ccc(N(CC(=O)NC2CCCC2)C(=O)CCC(=O)Nc2ccccn2)cc1
97,107,102,102,100,-10,101,-4,0,0,-2,Cc1c(Cl)cccc1NC(=S)N(CCCN1CCOCC1)Cc1cccs1
103,103,102,105,100,-7,100,-1,-3,0,-3,COc1cc(S(=O)(=O)Nc2cccc(C)c2)ccc1NC(=O)c1cccnc1
98,104,102,111,100,-3,102,-4,5,-8,-1,CSc1nnc(-c2cnccn2)n1CCCN1CCCC1=O
102,101,99,103,102,-1,103,0,0,-9,-3,Cc1nnc(-c2cnn(C)c2N)n1Cc1cccc(Cl)c1
96,100,100,102,100,-2,101,3,0,3,0,COc1cc(OC)cc(C(=O)NCC(=O)OCc2csc(-c3ccccc3)n2)c1
97,103,102,104,101,-9,98,-10,0,-10,-1,COc1ccc(OCC(=O)NNC(=O)c2ccccn2)cc1
97,103,101,105,96,-5,100,6,0,1,-4,O=C(c1ccc(N2C(=O)C3CCCCC3C2=O)cc1)N1CCCCC1 (stereo not given)
105,96,96,99,100,-3,100,0,-4,-6,-3,Cc1nnc(SCC(=O)NC23CC4CC(CC(C4)C2)C3)n(N)c1=O
102,97,97,101,97,-4,97,-4,-2,-7,0,CCC1C(=O)NCCN1Cc1nc(-c2ccc(C)s2)oc1C (stereo not given)
105,102,98,104,100,-3,103,0,-1,-3,0,COc1cc2c(cc1OC)C(C(=O)N(C)Cc1ccccc1)C(c1cccnc1)N(C)C2=O (stereo not given)
99,100,98,99,99,-8,99,-4,0,-7,-4,O=C(NCCc1ccccc1)c1ccc(-n2cnnn2)cc1
103,106,102,110,103,-10,104,-6,-3,-18,-11,O=C(CN1CC(=O)Oc2ccccc21)OCC(=O)c1ccccc1
103,97,98,98,99,0,100,0,0,-4,-1,COc1ccc(CC(=O)Nc2cccc(C(=O)Nc3cccc(C)c3)c2)cc1
105,95,95,98,100,-3,102,-7,-12,-2,-18,CNC(=S)N1N=C(c2ccc(C)cc2)CC1c1ccc(N(C)C)cc1 (stereo not given)
96,100,99,107,97,-8,99,-6,3,-10,-2,CCC(=O)Nc1cccc(C(=O)OCC(=O)c2ccccc2Cl)c1
100,97,96,97,98,-1,94,1,0,0,-2,O=C1CSCN1c1cc(Cl)ccc1Cl
99,98,100,102,100,2,98,-5,-2,-3,-4,Cc1cccc(OCC(=O)O/N=C(\N)c2ccccn2)c1C
98,99,98,102,98,-6,100,-7,0,-5,-3,Cc1ccc(S(=O)(=O)N(C)/C(=N/S(=O)(=O)c2ccccc2)c2ccccc2)cc1
92,88,88,81,89,2,91,-3,-2,0,3,COc1cc(NC(=O)c2ccc3c(c2)OCO3)ccc1NC(=O)c1cccs1
95,97,94,98,94,-7,95,-10,0,-16,-2,Cc1ccc(C(=O)CC(C(=O)O)n2cccn2)cc1 (stereo not given)
98,100,102,102,98,-7,101,-9,0,-9,-20,CN1CCN(c2ccc(Cl)cc2NC(=O)c2cccc(S(=O)(=O)N(C)C)c2)CC1
95,103,99,101,101,-1,100,-1,0,0,-1,CCc1ccc(C(=O)CC2(O)C(=O)N(CN3CCOCC3)c3ccccc32)cc1 (stereo not given)
95,99,97,101,95,-2,100,3,1,3,0,C=CCOc1cc(C)nc(-c2ccccc2O)n1
100,100,97,103,99,-6,99,-5,1,-9,16,Nc1nc(Nc2ccc(Cl)cc2)n[nH]1
